NR1D1 modulator: Rev-erb alpha (human) modulation. activity, % at 10 µM. actives 0.79% (n = 370,000). P20393. Rev-erbα–FITC-DNA binding, fluorescence polarization, 90 min;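 active means activity above about 14%, limit read from the data; passing the limit was not always enough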;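 further: 0% = DMSO wells with 35 nM protein and 100% = DMSO wells with 750 nM protein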
Target sequence (P20393 whole entry, looked up): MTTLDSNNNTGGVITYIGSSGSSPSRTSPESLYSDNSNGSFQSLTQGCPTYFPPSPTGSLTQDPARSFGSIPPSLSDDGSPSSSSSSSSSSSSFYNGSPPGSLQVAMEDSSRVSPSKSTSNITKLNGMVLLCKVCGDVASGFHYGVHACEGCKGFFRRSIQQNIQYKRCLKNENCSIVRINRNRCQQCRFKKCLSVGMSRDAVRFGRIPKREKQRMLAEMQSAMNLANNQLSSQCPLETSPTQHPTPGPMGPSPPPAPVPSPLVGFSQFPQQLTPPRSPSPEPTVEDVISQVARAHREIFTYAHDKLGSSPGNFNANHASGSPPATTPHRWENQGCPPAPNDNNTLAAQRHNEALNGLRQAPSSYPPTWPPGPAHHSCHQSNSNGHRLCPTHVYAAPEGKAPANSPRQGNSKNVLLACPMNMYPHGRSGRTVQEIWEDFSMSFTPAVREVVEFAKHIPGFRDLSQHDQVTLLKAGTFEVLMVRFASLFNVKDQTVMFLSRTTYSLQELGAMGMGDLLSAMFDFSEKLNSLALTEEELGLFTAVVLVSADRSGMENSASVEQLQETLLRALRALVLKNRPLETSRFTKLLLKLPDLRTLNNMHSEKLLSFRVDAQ
DAX1 inh-1: inhibits human nuclear receptor DAX1; P51843; HEK293 Gal4-DAX1 luciferase reporter, luminescence; inhibition, % at 6.75 µM; actives 0.99% (n = 340,000); AID 504766;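 active means inhibition above the mean over all tested compounds plus 3 SD, cut at about 4.2% in these data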;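 further: 0% = DAX1-transfected cells with DMSO and 100% = empty-vector control cells with DMSO; inhibition shows as a rise in luminescence from relieved DAX1 repression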
Target sequence (P51843 207-470 limits assumed): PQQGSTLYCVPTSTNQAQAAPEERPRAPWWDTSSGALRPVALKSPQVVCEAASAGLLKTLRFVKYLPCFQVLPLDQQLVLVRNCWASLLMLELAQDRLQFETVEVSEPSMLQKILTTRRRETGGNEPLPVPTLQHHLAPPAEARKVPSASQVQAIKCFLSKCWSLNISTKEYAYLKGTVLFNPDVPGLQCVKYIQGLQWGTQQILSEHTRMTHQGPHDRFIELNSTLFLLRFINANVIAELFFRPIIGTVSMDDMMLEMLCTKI
SMARCA2 act: increases SMARCA2 function in MMTV reporter cells; MG213 cells, MMTV-luciferase reporter, dexamethasone, overnight; activation, % at 9.1 µM; actives 1% (n = 370,000); in the data active means activation above about 7.8%;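 further: 0% = vehicle wells and 100% = reference activator wells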
DAX1 inh-2: blocks DAX1 repression of SF-1 activated StAR promoter; HEK293T StAR-luciferase reporter, SF-1/DAX-1 repression relief; inhibition, % at 6.8 µM; AID 652010; actives 1.1% (n = 370,000);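 active means inhibition above the mean over all tested compounds plus 3 SD, cut at about 3.6% in these data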;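 further: 0% = DAX-1 cells with DMSO and 100% = cells lacking DAX-1 with DMSO; higher inhibition means more luminescence from relief of DAX-1 repression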
hcDAF-12 act: H. contortus DAF-12 activation, primary screen; HEK293 hcDAF-12 lit1-tk-luc reporter, luminescence; 0% DMSO, 100% Δ7-dafachronic acid; activation, % at 6.8 µM; actives 1.4% (n = 370,000);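 active means activation above the mean of all tested compounds plus 3 SD, cut at about 5.5% in these data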;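 further: 100% = response to 3 µM Δ7-dafachronic acid high control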
ssDAF-12 act: S. stercoralis DAF-12 activation, primary screen; HEK293 ssDAF-12/GRIP1 lit1-tk-luc reporter, luminescence; % of 3 µM dafachronic acid response; activation, % at 6.8 µM; actives 1% (n = 370,000);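 active means activation above the mean over all tested compounds plus 3 SD, cut at about 0.9% in these data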;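 further: 0% = DMSO-only wells and 100% = 3 µM delta7-dafachronic acid wells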
PLCg1 inh: inhibitors of human phospholipase C gamma1; actives 0.84% (n = 370,000); P19174; purified PLC-gamma1, fluorogenic substrate, fluorescence; inhibition, % at 12.2 µM; AID 720700; in the data active means inhibition above about 9.5%
hgDAF12 agonist: activates the H. glycines DAF-12 receptor ligand-binding domain | activation, % at 6.8 µM | actives 1.8% (n = 370,000) | HEK293 GAL4-hgDAF12 UAS-luciferase reporter, agonist luminescence; normalized to butyrate control;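 active means activation above a cutoff set at the mean of all screened compounds plus 3 SD, cut at about 10% in these data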;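 further: 0% = DMSO wells and 100% = sodium butyrate wells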
MBD2 inh: blocks human MBD2 binding to methylated DNA; actives 0.31% (n = 370,000); AID 686964; inhibition, % at 4.4 µM; TR-FRET, MBD2 binding to methylated oligonucleotide; in the data active means inhibition above about 13%
ADAM17 inh: inhibits human ADAM17; recombinant ADAM17, EDANS/DABCYL FRET peptide cleavage; inhibition, % at 6.95 µM; AID 720648; P78536; actives 0.83% (n = 370,000);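 active means inhibition above the mean of compounds lying between control limits plus 3 SD, set per campaign, cut at about 8.5% in these data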;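 further: 0% = DMSO-only wells as the low control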
PLC-beta3 inh: PLC-beta3 (human) inhibition, primary screen. Q01970. Purified PLC-beta3, fluorogenic substrate, fluorescence. inhibition, % at 12.2 µM. actives 0.18% (n = 370,000); in the data active means inhibition above about 11%;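 further: 0% = median of compound wells on plate and 100% = full blocker control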
Active calls of the source: *; nt = not tested or not shown.

canonical_smiles,NR1D1 modulator,DAX1 inh-1,SMARCA2 act,DAX1 inh-2,hcDAF-12 act,ssDAF-12 act,PLCg1 inh,hgDAF12 agonist,MBD2 inh,ADAM17 inh,PLC-beta3 inh
Cc1nc(C2CCC3C4CCC5=CC(=O)CC[C@]5(C)C4CC[C@]23C)cs1 (stereo not given in full),-4,nt,-1,-0.8,-0.7,-0.6,1,-2.7,7,2,-1
CCCn1c(SCC(=O)c2[nH]c(C)c(C(C)=O)c2C)n[nH]c1=O,-7,1.6,-1,-0.4,0.2,-1.7,-1,-6.1,1,-5,-4
COc1ccccc1NC(=O)C(Sc1ccccc1)c1ccccc1 (stereo not given),4,0.2,-4,-0.3,-1.6,-1.3,-2,-3.7,0,4,-3
Cc1cc([N+](=O)[O-])ccc1Nc1nc2ccccc2n2cnnc12,-22,0.4,-2,-0.3,2.4,-1.6,-1,-2.5,4,-4,-10
O=S(=O)(c1ccccc1)c1ccc(C(F)(F)F)cn1,-3,-0.7,-3,0.6,-0.9,-1.4,0,-0.4,1,-3,3
CN1C(=S)N(c2cccnc2)C(=O)/C1=C\c1ccc(C(C)(C)C)cc1,-2,-1.8,-3,-0.9,-1.5,-2.4,1,-2.4,2,3,-5
Cc1ccc(Nc2ccccc2)cc1,1,-0.4,-4,0.8,-0.3,-0.8,7,0.7,0,3,6
CCC(Sc1nc2ccccc2c(=O)n1CCN1CCOCC1)C(=O)NCc1cccnc1 (stereo not given),2,-1.3,0,-0.4,0.7,-1.8,-1,-0.7,-4,2,0
CC/C(=N\NC(=S)NC(C)C)c1ccc(OC(F)F)cc1,1,-0.5,-2,-0.7,-1.5,-1.8,0,-3.0,7,-3,-2
CC1CCN(C(=O)c2[nH]cnc2C(=O)N[C@@H](C)C(=O)OC(C)(C)C)CC1,-4,0.1,0,0.0,-0.8,-1.7,2,-2.2,1,-5,0
COc1ccc(/C=N/NC(=O)c2ccncc2)cc1CN1CCN(c2ccc(F)cc2)CC1,2,-1.2,-1,0.3,-1.8,-1.8,-3,-2.3,-3,-6,-13
Nc1c(C(=O)OCC2CCCO2)c2nc3ccccc3nc2n1C1CCCC1 (stereo not given),-1,-1.5,-4,-1.8,-3.0,-1.6,-151,-4.8,5,-247,-216
COc1ccccc1NC(=O)N(CCN1CCCC1)Cc1cc2cc(C)ccc2[nH]c1=O,4,-0.5,1,0.6,1.7,-0.9,-2,2.0,6,-8,-1
Cc1ccc(C)c(NC(=O)C(C)N2C(=O)c3ccccc3C2=O)c1 (stereo not given),-2,0.8,-2,0.3,-0.9,-1.2,1,3.2,-1,-1,-3
O=C(CSc1nnc(-c2ccco2)o1)NC(=O)C1COc2ccccc2O1 (stereo not given),3,0.3,1,0.8,-1.5,-0.6,-1,1.5,0,-6,-3
NC(=O)c1ncn([C@@H]2O[C@H](C(=O)N[C@H](Cc3ccccc3)C(=O)N3CCN(CC(=O)Nc4ccccn4)CC3)[C@@H](O)[C@H]2O)n1,-3,nt,1,-0.1,-0.5,-0.8,3,2.1,1,-2,2
O=C(N1CCC(C(O)(c2ccccc2)c2ccccc2)CC1)n1ncc(C(O)(c2ccccc2)c2ccccc2)n1,10,nt,nt,nt,-4.8,-2.3,0,-11,1,8,0
COc1cccc(OCCSc2nc3ccccc3c(=O)[nH]2)c1,21,0.7,3,0.3,-0.4,-0.7,-4,-0.9,0,-2,-4
O=C(NCc1ccccc1)C(c1ccc(C(F)(F)F)cc1)n1c(=O)c(-c2ccco2)nc2ccccc21 (stereo not given),-3,nt,-1,0.6,5.1,-0.5,-120,4.1,0,-39,-164
COc1cccc(CN(C)CCCn2cnc3c(OC)ncnc32)c1,2,0.4,-3,0.1,-0.8,-1.3,4,1.8,-2,3,1
COc1ccc(OC)c(C(C)NC(=O)C(C)n2cc([N+](=O)[O-])cn2)c1 (stereo not given),-11,0.0,-2,-0.5,-2.1,-1.6,2,-0.8,-4,-5,-3
O=C(COC(=O)/C=C/c1ccccc1Cl)NC(=O)NC1CCCC1,-3,0.6,1,1.2,-1.0,-0.9,0,2.0,-2,-1,-12
CCOC(=O)C1(CCCc2ccccc2)CCN(CC(O)CO)CC1 (stereo not given),6,-1.1,-3,-0.2,0.3,-1.3,2,-1.5,7,-2,1
CCOC(=O)c1c(NC(=O)C(Sc2ccccc2)c2ccccc2)sc(C(=O)N(C)C)c1C (stereo not given),4,-1.3,-4,-0.6,-3.8,-1.3,2,-4.8,7,6,0
CC(C)(C)NC(=O)CSc1nc(O)cc(=O)[nH]1,0,-1.4,-2,-0.3,0.9,-0.7,-4,-2.9,7,1,-1
CSc1cc(N2CCOCC2)nc(-c2ccccc2Cl)n1,1,0.3,-3,-0.4,2.3,-0.8,3,-3.8,-5,2,2
COc1ccccc1CNC(=O)CSc1nc(C)cs1,-4,1.5,0,1.3,-0.8,-0.6,0,-1.7,-5,0,-2
COc1ccc(N2CCN(CCCNC(=O)c3ccc(CS(=O)(=O)c4ccc(OC)cc4)o3)CC2)cc1,-1,-0.6,0,-0.6,-1.3,-0.6,0,-1.3,-4,1,-3
CCN1C(=O)C2(C(C#N)=C(N)Oc3n[nH]c(-c4ccccc4)c32)c2ccccc21 (stereo not given),-2,1.1,-4,-0.2,-2.2,-1.0,2,0.3,2,1,3
Nc1nnnn1/N=C/c1ccc(O)cc1,-6,2.2,0,0.4,-1.1,-1.3,-8,-1.4,1,-17,-6
O=C(Nc1ccc(F)cc1F)N1CCN(CCc2ccccc2)CC1,0,1.8,-2,-0.8,-1.0,-0.9,-1,-0.4,1,-2,-4
O=C(NCCCl)Nc1ccccc1NS(=O)(=O)c1cccs1,-4,-0.5,-2,0.4,-1.6,-0.9,1,-0.7,5,-4,-1
C=CCn1c(SCc2nc3sc4c(c3c(=O)[nH]2)CCCC4)nc2ccccc2c1=O,19,0.7,5,0.1,-0.6,-1.1,1,-1.6,0,-2,1
CC(=O)c1cc2c(O)c(O)ccc2o1,-1,1.2,-3,0.6,-1.6,-1.2,-24,-0.8,0,-16,-28
O=C(CN1CCCCC1)Nc1ccccc1C(=O)NC1CC1,-16,0.5,-2,-0.1,-0.6,0.6,4,-1.1,-4,2,-4
COc1cccc(/C=N/NC(=O)CNC(=O)c2ccc(S(=O)(=O)N3CCOCC3)cc2)c1OC,-2,0.0,-2,-0.7,-2.8,-1.5,-10,-2.6,2,-12,-10
CCCc1cc(=O)[nH]c(SCC(=O)N2CCc3ccccc32)n1,4,0.2,-1,2.2,-0.7,-0.9,4,3.9,-7,4,-5
NS(=O)(=O)c1cccc(-n2cnnn2)c1,-9,2.1,-1,0.2,-1.3,-1.1,-2,0.5,-4,0,-6
O=C(C[n+]1ccc(/C=N/O)cc1)NCc1ccccc1,3,-0.7,3,0.6,0.7,-0.8,3,5.9,-3,-6,-7
Cc1cc(C)n(CCc2nc(-c3ccc(F)cc3)cs2)n1,5,0.0,3,-0.2,-2.0,-2.4,-2,-0.1,3,-3,1
COCCNC(=O)c1c[nH]c2ccc(S(=O)(=O)N(C)c3ccc(C)c(C)c3)cc2c1=O,-3,-2.2,-2,0.6,-2.1,-1.4,1,0.4,4,-5,-4
Cc1cc(C)c(S(=O)(=O)Nc2ccc[nH]c2=O)c(C)c1,8,1.8,-1,-1.2,-0.7,-0.7,2,-0.7,-2,-4,2
NS(=O)(=O)c1ccc(CNC(=O)CNC(=O)c2ccc(F)cc2)cc1,0,2.4,-4,-0.3,1.6,-0.6,0,1.0,4,-1,-8
O=C(CC1(O)C(=O)Nc2ccccc21)c1cccnc1 (stereo not given),-2,0.9,-3,0.4,1.4,-0.9,1,3.9,-1,-2,0
CNC(=S)NNS(=O)(=O)c1ccc(OC)cc1OC,-2,-0.2,-5,0.0,-0.3,-0.9,-2,-1.6,5,-5,3
NC(=O)c1ccc(NC(=O)COC(=O)C(Cc2ccccc2)NC(=O)c2ccccc2)cc1 (stereo not given),9,-0.8,-5,0.3,0.3,-1.1,-1,-1.4,-2,-2,-4
S=C(Nc1ccc2nsnc2c1)N1CCCC1,-1,-0.1,3,0.3,1.0,-0.3,-288,3.0,1,-15,-329
COc1ccc(-c2cc3nc(NCCOc4ccccc4)ccn3n2)cc1,11,nt,-5,-1.1,0.7,-0.6,-82,4.6,-1,-33,-114
COC(=O)c1ccc(COc2ccc3c4c(c(=O)oc3c2)CCC4)o1,34*,-0.6,0,-0.4,-1.4,-0.9,-5,2.4,-2,-20,-11
COc1ccc(N(CC(=O)NCc2ccccc2C)S(=O)(=O)c2ccc(C)cc2)cc1OC,1,-0.1,-4,0.0,-3.3,-0.8,2,-1.4,0,-4,-5

The results go on:
canonical_smiles,NR1D1 modulator,DAX1 inh-1,SMARCA2 act,DAX1 inh-2,hcDAF-12 act,ssDAF-12 act,PLCg1 inh,hgDAF12 agonist,MBD2 inh,ADAM17 inh,PLC-beta3 inh
O=C1NC2(CCCCC2)C(=O)N1c1ccccc1,-6,5.8*,1,-0.5,-0.8,-1.4,-21,0.0,2,-5,4
COc1ccc(/C=C2\CCn3c2nc2cc(C(=O)O)ccc2c3=O)cc1OC,2,0.6,1,0.1,-1.2,-1.3,-8,-2.4,1,-6,-20
CN(C)S(=O)(=O)c1cccc(-c2cn3ccccc3n2)c1,0,0.9,2,-0.9,-0.2,-1.6,-45,2.9,-2,-14,-63
Cc1ccc(CCNC(=O)c2ccc3nc4ccccc4c(=O)n3c2)cc1,0,1.7,0,0.4,0.3,-1.5,-128,3.9,1,-45,-205

Bioassay records deposited in PubChem BioAssay by several laboratories.
